hcGAS inh: blocks human cGAS activity. recombinant h-cGAS, ATP depletion, Kinase-Glo luminescence. inhibition, % at 12.5 µM. 290,000 compounds, 0.081% hits. AID 1259398;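 note: 0% = vehicle reaction and 100% = reaction without DNA for no activity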
Target sequence (Q8N884 whole entry, looked up): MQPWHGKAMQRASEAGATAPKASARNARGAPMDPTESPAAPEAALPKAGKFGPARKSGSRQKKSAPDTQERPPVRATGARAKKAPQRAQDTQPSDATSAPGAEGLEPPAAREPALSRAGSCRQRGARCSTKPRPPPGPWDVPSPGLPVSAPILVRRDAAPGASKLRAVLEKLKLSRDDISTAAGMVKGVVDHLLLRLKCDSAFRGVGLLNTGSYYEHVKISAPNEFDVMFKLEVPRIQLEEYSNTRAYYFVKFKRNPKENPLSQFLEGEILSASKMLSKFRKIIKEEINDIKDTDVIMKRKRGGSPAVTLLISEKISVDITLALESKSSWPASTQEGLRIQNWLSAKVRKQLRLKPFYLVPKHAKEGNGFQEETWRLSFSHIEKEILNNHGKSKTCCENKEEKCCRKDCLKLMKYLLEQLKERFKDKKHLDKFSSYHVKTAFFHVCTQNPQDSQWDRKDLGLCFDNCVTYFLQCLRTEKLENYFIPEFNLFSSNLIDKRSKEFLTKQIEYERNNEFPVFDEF
NPYLR7 ag: activates Aedes aegypti NPYLR7 receptor; HEK293T NPYLR7/Galpha15, GCaMP6s calcium fluorescence; activation, % at 10 µM; 270,000 compounds, 0.15% hits; in the data active = activation above about 40%;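 note: 0% = vehicle and 100% = reference agonist at the receptor; some compounds past the cut are filed as inactive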
mcGAS inh: inhibitors of mouse cGAS. Q8C6L5. recombinant cGAS, Kinase-Glo ATP depletion luminescence. inhibition, % at 12.5 µM. 160,000 compounds, 0.15% hits;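 note: 0% = negative control wells and 100% = reference inhibitor with no enzyme activity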
Starred values were filed as active, the others as inactive; & = joins results of further samples. Cut-off read from the data, not from the text of the source, unless noted: active = inhibition above about 40%; inactive = the rest. This is a random part of the collection; any-hit rate near 0.29%.

Start of the data: the first 5 records, to show the layout:
CC(=O)c1ccc(-n2c(=O)c3ccccc3c3ccccc3c2=O)cc1 was read as hcGAS inh -5.6 and NPYLR7 ag 4.2.
Screening COc1ccc(-c2nc(Nc3ccccc3)c3ccc(Cl)cc3n2)cc1 returned hcGAS inh -2.4 and mcGAS inh -9.8.
`C=C(C)CN(CC)C(=O)C1(c2cc(C)cc(C)c2)CCC1` gave hcGAS inh -4.1 and NPYLR7 ag 2.7.
For O=C1OCCN1c1ccc(C(=O)N(Cc2ccco2)C2CC2)cc1 the results were hcGAS inh 5.8 and NPYLR7 ag -2.2.
For O=C1CC2(CCCCC2)Oc2cc3ccccc3cc21 the results were hcGAS inh -3.5 and NPYLR7 ag 4.0.

All compounds of this part, from the first entry:
CC(=O)c1ccc(-n2c(=O)c3ccccc3c3ccccc3c2=O)cc1 was read as hcGAS inh -5.6 and NPYLR7 ag 4.2.
Screening COc1ccc(-c2nc(Nc3ccccc3)c3ccc(Cl)cc3n2)cc1 returned hcGAS inh -2.4 and mcGAS inh -9.8.
`C=C(C)CN(CC)C(=O)C1(c2cc(C)cc(C)c2)CCC1` gave hcGAS inh -4.1 and NPYLR7 ag 2.7.
For O=C1OCCN1c1ccc(C(=O)N(Cc2ccco2)C2CC2)cc1 the results were hcGAS inh 5.8 and NPYLR7 ag -2.2.
For O=C1CC2(CCCCC2)Oc2cc3ccccc3cc21 the results were hcGAS inh -3.5 and NPYLR7 ag 4.0.
Screening CCOc1ccc(N2CCN(C(=O)c3ccc(Cl)c(Cl)c3)C(C)C2=O)cc1 (configuration not stated) returned hcGAS inh -4.2 and NPYLR7 ag 3.0.
COc1ccc(Nc2nc(NCC3CCCO3)nc3c2cnn3-c2ccccc2)cc1 (configuration not stated) was read as hcGAS inh -7.4, NPYLR7 ag -0.1 and mcGAS inh -8.8.
For CC(CCc1ccccc1)NC(=O)CSc1nc(Cl)cc(N2CCN(C(=O)C3CCCC3)C(C)C2)n1 (configuration not stated) the results were hcGAS inh -6.2, NPYLR7 ag 12.1 and mcGAS inh -4.6.
For COc1ccc(Cl)cc1CN(C)C(C(=O)NC1CC1)c1ccccc1 (configuration not stated) the results were hcGAS inh -5.0 and NPYLR7 ag -1.8.
Screening COc1ccc(Nc2nccc3[nH]c(-c4ccc(C)cc4)nc23)cc1OC returned hcGAS inh -5.2, NPYLR7 ag -4.8 and mcGAS inh -7.5.
CC(=O)Nc1sc2c(c1CN1CCN(C)CC1)CCCC2 was read as hcGAS inh -2.3, NPYLR7 ag 5.5 and mcGAS inh -5.4.
CCc1ccc(S(=O)(=O)c2cnc(SCC(=O)Nc3cccc(SC)c3)[nH]c2=O)cc1 was read as hcGAS inh -4.2, NPYLR7 ag 3.1 and mcGAS inh -2.6.
`COCC(O)CN(CC(=O)N1CCc2sccc2C1COc1ccccc1)CC1CCCO1` (configuration not stated) gave hcGAS inh -4.5, NPYLR7 ag -2.1 and mcGAS inh -6.3.
`COc1cc(C)ccc1S(=O)(=O)NC(=O)C1(C)CCN1C(=O)CC(c1ccccc1)c1ccccc1` (configuration not stated) gave hcGAS inh 3.1 and NPYLR7 ag 7.2.
For COc1cc(C#N)ccc1OCc1cc2c(cc1Br)OCO2 the results were hcGAS inh -8.7, NPYLR7 ag -1.4 and mcGAS inh -5.8.
O=C(c1cc(-c2ccc(F)cc2)c[nH]1)N1CCOCC1 was read as hcGAS inh -9.5 and NPYLR7 ag -2.9.
`COc1ccc(OCc2nc(CSc3ccc(F)cc3F)cs2)cc1` gave hcGAS inh -6.4, NPYLR7 ag 15.2 and mcGAS inh -3.7.
`CC(C)N1CCC(CC(=O)NCC2(C)CCOCC2)CC1` gave hcGAS inh -4.7 and mcGAS inh -4.1.
CSCCC(=O)N1CCCC(Nc2ccc(C(C)C)cc2)C1 (configuration not stated) was read as hcGAS inh -3.7, NPYLR7 ag -3.9 and mcGAS inh -3.9.
CC(C)c1ccc(C(=O)N2CCN(Cc3cc(=O)n4ccsc4n3)CC2)c(C(C)C)c1 was read as hcGAS inh -1.8, NPYLR7 ag 0.9 and mcGAS inh -5.2.
For O=C(c1ccc(-c2ccccc2)cc1)N1N=C2CCCCC2C1(O)C(F)(F)F (configuration not stated) the results were hcGAS inh -8.2 and NPYLR7 ag 8.3.
COc1cc(-c2nc(C=Nc3cccc(C(F)(F)F)c3)c(O)o2)cc(OC)c1OC was read as hcGAS inh -6.0 and NPYLR7 ag -1.5.
For CC(C)Nc1ccnc(N2CCC(N3CCCC(C(=O)N4CCCC4)C3)CC2)n1 (configuration not stated) the results were hcGAS inh 0.9, NPYLR7 ag 11.9 and mcGAS inh -14.0.
Screening COc1cccc(CN(CC2CC(c3cccc(F)c3)=NO2)C(=O)Nc2ccccc2OC)c1 (configuration not stated) returned hcGAS inh -2.8 and mcGAS inh -9.5.
`COc1ccc(CN(Cc2nc(C(=O)NCc3ccncc3)co2)C(C)C)cc1` gave hcGAS inh -5.9, NPYLR7 ag 13.1 and mcGAS inh -3.5.
CCOc1ccccc1-c1cc(C(=O)N2CCN(C)CC2C)[nH]n1 (configuration not stated) was read as hcGAS inh 0.1 and NPYLR7 ag -12.2.
COc1ccc(CSc2nnc(-c3ccc(F)cc3)n2-c2ccccc2)cc1 was read as hcGAS inh -1.1, NPYLR7 ag -1.8 and mcGAS inh -1.8.
Screening COc1ccc(CN2CCC(Cc3nnc(SC)n3C)CC2)cn1 returned hcGAS inh -8.0 and mcGAS inh -12.3.
`COc1ccc(CCNC(=O)c2c(C)noc2-c2ccccc2Cl)cn1` gave hcGAS inh -3.2, NPYLR7 ag 9.8 and mcGAS inh -8.3.
For Cc1nonc1CN(C)CC1(O)CCCN(Cc2ccc(C(C)C)cc2)C1=O (configuration not stated) the results were hcGAS inh -3.7, NPYLR7 ag 6.2 and mcGAS inh -7.5.
Screening CCc1ccc(-c2cc3c(=O)n(Cc4nc(-c5cc(OC)cc(OC)c5)no4)ccn3n2)cc1 returned hcGAS inh -6.6, NPYLR7 ag 0.1 and mcGAS inh -5.4.
Cc1cc2c(cc1C)NC(c1ccccc1C(F)(F)F)C1C(=O)CC(C)(C)CC1=N2 (configuration not stated) was read as hcGAS inh -0.2, NPYLR7 ag -3.7 and mcGAS inh -0.8.
`O=C1NC(=Nc2ccccc2Cl)S/C1=C/c1cccc2ccccc12` gave hcGAS inh -0.2, NPYLR7 ag -9.2 and mcGAS inh -5.2.
`CC(CNc1ccnc(C(=O)NCc2cccnc2)c1)c1ccccc1` (configuration not stated) gave hcGAS inh -1.8 and NPYLR7 ag 6.7.
Screening Cc1occc1C(=O)N(C)C(C)c1cccc(S(N)(=O)=O)c1 (configuration not stated) returned hcGAS inh -9.5 and NPYLR7 ag 9.6.
Screening Cc1cnc(-c2ccccc2CO)c(Cl)c1 returned hcGAS inh 4.1 and NPYLR7 ag -5.1.
For O=C1CCCC(=O)N1CCS(=O)(=O)N1CCC(c2nnc(C3CC3)o2)CC1 the results were hcGAS inh -3.5, NPYLR7 ag -16.6 and mcGAS inh -12.4.
For CC(C)CN1C(=O)c2ccc(-c3nc4ccccc4c(=O)o3)cc2C1=O the results were hcGAS inh -3.7, NPYLR7 ag 2.4 and mcGAS inh -8.8.
`COCCCNC(=O)c1ccccc1N1CCC(NC(=O)Nc2ccc(C)cc2)CC1` gave hcGAS inh -8.2, NPYLR7 ag -1.5 and mcGAS inh -7.2.
COc1ccccc1Cn1c(C(=O)N2CCN(Cc3ccc4c(c3)OCO4)CC2)cc2ccsc21 was read as hcGAS inh -3.8, NPYLR7 ag -1.6 and mcGAS inh 0.8.
CC(=O)Nc1ccc(NC(=O)Cn2cnc3c(nnn3Cc3ccc(C)cc3)c2=O)cc1 was read as hcGAS inh -1.3 and NPYLR7 ag 7.6.
Screening Cc1cc2nc(-c3cccc(NC(=O)c4ccc(Cl)c([N+](=O)[O-])c4)c3)oc2cc1C returned hcGAS inh -1.7, NPYLR7 ag 10.8 and mcGAS inh -4.0.
`CCCC1CCC(=NNC(=O)c2nn(C)c(=O)c3ccccc23)CC1` (configuration not stated) gave hcGAS inh -7.5, NPYLR7 ag 0.8 and mcGAS inh -10.4.
Cc1ccc2nc(N/N=C\c3cccc(Br)c3)nc(-c3ccccc3)c2c1 was read as hcGAS inh 5.8, NPYLR7 ag -4.7 and mcGAS inh -4.5.
For Cc1ccccc1-c1ncc(CNCCSc2nnnn2C)s1 the results were hcGAS inh -7.3 and NPYLR7 ag 0.3.
For C#CCOCC(O)CN(Cc1cccn1Cc1cccc(OC)c1)CC(C)C (configuration not stated) the results were hcGAS inh -2.7 and mcGAS inh -1.4.
`CCC(=O)Nc1cccc(OCC(=O)N2CCN(c3ncccn3)CC2)c1` gave hcGAS inh -5.4, NPYLR7 ag -1.6 and mcGAS inh -17.3.
COCC(=O)NC(c1ccccc1)c1ccc(C)c(C)c1 (configuration not stated) was read as hcGAS inh -14.7 and NPYLR7 ag -1.4.
Screening O=C1C2CCCCN2C(=S)N1CCc1ccccc1 (configuration not stated) returned hcGAS inh -8.3, NPYLR7 ag 1.4 and mcGAS inh -22.5.
`COc1c(C)cc(S(=O)(=O)NCC(c2ccsc2)N2CCCC2)cc1C` (configuration not stated) gave hcGAS inh -5.0, NPYLR7 ag 4.5 and mcGAS inh -6.1.
Screening COc1cc(S(=O)(=O)Nc2cccnc2)c(C)cc1C returned hcGAS inh -3.3, NPYLR7 ag 17.8 and mcGAS inh -5.1.
Screening O=C(NCC1CCCCC1)c1ccccc1N1CCC(NC(=O)C2CC2)CC1 returned hcGAS inh -5.7, NPYLR7 ag -2.9 and mcGAS inh -5.4.
Screening Cc1c(NC(=O)Nc2cccc3c2CCCC3)n(C)c(=O)n1-c1ccccc1 returned hcGAS inh -5.9, NPYLR7 ag -11.1 and mcGAS inh -9.2.
CCc1nc(Cn2ccnc2-c2ccc3c(c2)CCN3C(C)C)no1 was read as hcGAS inh -6.0, NPYLR7 ag 21.4 and mcGAS inh -17.1.
`CCC1CN(Cc2cc(=O)n(C)c(=O)n2C)CCO1` (configuration not stated) gave hcGAS inh -4.5 and NPYLR7 ag 10.6.
COC(=O)c1c(C)[nH]c(C(=O)C(C)Sc2nnnn2C)c1C (configuration not stated) was read as hcGAS inh -2.7 and NPYLR7 ag -1.4.
For c1ccc(CN2CCc3ncnc(NC4CCNCC4)c3C2)cc1 the results were hcGAS inh -1.2 and NPYLR7 ag 0.3.
Screening O=C(CN1CCN(C(=O)N2CCCCC2)CC1)Nc1ccc(F)cc1 returned hcGAS inh -9.3 and NPYLR7 ag 6.1.
Screening Cc1noc(C)c1CC(=O)N1CCCC2(CC1)CNC(=O)O2 (configuration not stated) returned hcGAS inh -2.3 and NPYLR7 ag 6.3.
`CC(C)(C)CC(=O)NCCNc1nc(-c2ccco2)nc2ccccc12` gave hcGAS inh -4.9, NPYLR7 ag 0.7 and mcGAS inh -7.6.

In the list so far, three contain a CF3 group:
For O=C(c1ccc(-c2ccccc2)cc1)N1N=C2CCCCC2C1(O)C(F)(F)F (configuration not stated) the results were hcGAS inh -8.2 and NPYLR7 ag 8.3.
COc1cc(-c2nc(C=Nc3cccc(C(F)(F)F)c3)c(O)o2)cc(OC)c1OC was read as hcGAS inh -6.0 and NPYLR7 ag -1.5.
Cc1cc2c(cc1C)NC(c1ccccc1C(F)(F)F)C1C(=O)CC(C)(C)CC1=N2 (configuration not stated) was read as hcGAS inh -0.2, NPYLR7 ag -3.7 and mcGAS inh -0.8.

(further entries)
CCn1c(C2CCN(Cc3cc4c(cc3OC)OCO4)CC2)nn(C)c1=O was read as hcGAS inh -4.3 and NPYLR7 ag 0.6.
O=C(CCC1CCN(Cc2ncc[nH]2)CC1)Nc1ccccc1Cl was read as hcGAS inh -5.3 and NPYLR7 ag 3.8.
For COc1ccc(-c2cnnc(N3CCN(c4nc(C)cnc4C)CC3)n2)cc1 the results were hcGAS inh -11.4&0.2, NPYLR7 ag 5.1&-0.9 and mcGAS inh 0.4.
For COc1ccccc1NC(=O)N(C)CCN1C(=O)C(C)SC1c1cccs1 (configuration not stated) the results were hcGAS inh -5.4, NPYLR7 ag 1.5 and mcGAS inh -5.0.
Cc1c(C(C)NC(=O)c2ccc3c(c2)C(=O)N(C)C3=O)cnn1-c1ccccn1 (configuration not stated) was read as hcGAS inh -4.1 and NPYLR7 ag 11.8.
`CSc1ccc(NC(=O)C2(C)CCN2C(=O)Cc2ccc(-c3ccccc3)cc2)cc1` (configuration not stated) gave hcGAS inh -9.9, NPYLR7 ag 3.2 and mcGAS inh -4.0.
CC(C)c1ccc(NC2CCCN(C(=O)c3ccc(C#CC(C)(C)O)o3)C2)cc1 (configuration not stated) was read as hcGAS inh -2.8&-9.0, NPYLR7 ag 9.5&21.7 and mcGAS inh -10.2.
For CC(C)CNC(=O)c1cc(NC(=O)/C=C/c2ccccc2)ccc1N1CCC(Cc2ccccc2)CC1 the results were hcGAS inh 0.0, NPYLR7 ag 6.6 and mcGAS inh -3.3.
For Cc1ccc(-c2nc(C=Nc3cccc(C)c3)c(O)o2)cc1 the results were hcGAS inh -2.5 and NPYLR7 ag -5.5.
COc1ccc(C2=NN(C(=O)CSc3nc(=O)n4ccc(C)cc4n3)C(c3ccc(C)cc3)C2)cc1 (configuration not stated) was read as hcGAS inh -7.9, NPYLR7 ag 4.5 and mcGAS inh -7.8.
For CCc1ccc(-n2c(C)cc(/C=C3\C(=N)N4N=CSC4=NC3=O)c2C)cc1 the results were hcGAS inh 0.2 and NPYLR7 ag 0.7.
CNCc1cn(CC2CCCN(C(=O)CN3CCC(C)CC3)C2)nn1 (configuration not stated) was read as hcGAS inh -4.7, NPYLR7 ag -2.4 and mcGAS inh -5.7.
Screening O=C(Nc1cccc([N+](=O)[O-])c1)c1cc(Cl)ccn1 returned hcGAS inh -6.2, NPYLR7 ag 7.5 and mcGAS inh -2.8.

Screening results from PubChem BioAssay.
